CF NFkB inh: blocks PAF-induced NF-kB reporter in cystic fibrosis cells; KKLEB NF-kB-GFP reporter, GFP fluorescence overnight; inhibition, % at 5 µM; 360,000 compounds, 0.86% hits; AID 588850;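 active means at least 50% inhibition at 5 µM, scaled per plate between neutral and stimulator controls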;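 further: PAF is a Pseudomonas aeruginosa culture filtrate used as stimulus; plate controls were PAF-stimulated DMSO wells for no effect and unstimulated DMSO wells for full effect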
Peg3 prom inh: Peg3 promoter activity inhibition; HeLa PEG-Prom luciferase reporter, luminescence, overnight; inhibition, % at 20 µM; 360,000 compounds, 1.7% hits; AID 588405;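 active means inhibition of at least 50% at 20 µM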
Shn3 inh set2: inhibitors of Schnurri-3 3'UTR reporter in osteoblasts | Clone20 osteoblast Shn3 3'UTR firefly luciferase, 24 h | inhibition, % at 12.5 µM | 360,000 compounds, 0.52% hits | AID 588674;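 active means mean inhibition of at least 75% with every replicate also reaching 75%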;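 further: 0% = median of neutral control wells and 100% = pilot-screen positive control compound; some compounds past the cut are filed as inactive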
hiPSC survival: enhancers of human iPSC single-cell survival; hiPSC single-cell survival, ATPlite luminescence; 100% = ROCK inhibitor wells, 0% = DMSO; survival enhancement, % at 20 µM; 360,000 compounds, 0.044% hits; in the data active means survival enhancement above about 18%;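 further: cells exposed to compounds for 16 hours before the ATP read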
MITF TRPM1 inh: inhibitors of MITF-driven TRPM1 promoter in melanoma cells; inhibition, % at 12.5 µM; AID 488899; SK-MEL-5 TRPM1 promoter luciferase, 24 h; 330,000 compounds, 0.83% hits;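 active means mean inhibition across replicates of 60% or more, whatever share of single replicates reaches that level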; further: values of inactives mirror those of a sister screen read the other way
NR2E3 ag-1: agonists of human NR2E3 nuclear receptor. 360,000 compounds, 0.35% hits. Q9Y5X4. CHO-S Gal4-NCOR/VP16-NR2E3 two-hybrid, luciferase. AID 602229. inhibition of corepressor binding, % at 3.98 µM;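 active means inhibition above the mean of all tested compounds plus 3 SD, cut at about 70% in these data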;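 further: 0% = DMSO with NR2E3 transfected cells and 100% = cells lacking NR2E3 construct; higher means lower luciferase signal from less NR2E3 corepressor binding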
Target sequence (Q9Y5X4 whole entry, looked up, the tested form may be a part): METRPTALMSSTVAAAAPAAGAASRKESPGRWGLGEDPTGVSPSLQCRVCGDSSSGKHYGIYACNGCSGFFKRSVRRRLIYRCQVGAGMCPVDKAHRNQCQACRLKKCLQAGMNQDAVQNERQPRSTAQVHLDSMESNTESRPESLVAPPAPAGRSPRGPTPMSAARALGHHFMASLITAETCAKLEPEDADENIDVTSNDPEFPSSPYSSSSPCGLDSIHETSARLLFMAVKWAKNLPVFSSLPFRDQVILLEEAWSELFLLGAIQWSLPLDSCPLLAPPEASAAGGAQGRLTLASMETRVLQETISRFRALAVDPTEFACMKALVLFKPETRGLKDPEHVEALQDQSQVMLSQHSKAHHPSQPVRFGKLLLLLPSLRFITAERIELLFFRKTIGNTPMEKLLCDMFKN
HIF-2a inh: blocks HIF-2a reporter activity; 786-0 RCC cells HIF-2a reporter, luciferase luminescence, overnight; inhibition, % at 18.8 µM; 360,000 compounds, 0.72% hits;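 active means inhibition of the luminescence signal of 40% or more relative to plate controls, in a single-dose primary screen at 18.75 µM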
KKLEB cytotox: reduces viability of KKLEB cystic fibrosis airway cells. AID 602141. KKLEB CF airway cells viability, ATPlite luminescence, overnight; active compounds read low; cells stimulated with P. aeruginosa culture filtrate. activity change (cytotoxicity), % at 5 µM. 360,000 compounds, 0.36% hits;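 active means corrected activity change at or below -50% at 5 µM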
NR2E3 ag-2: agonists of human nuclear receptor NR2E3; AID 2300; inhibition of corepressor binding, % at 4.78 µM; 320,000 compounds, 0.12% hits; GST-NR2E3/biotin-RetCOR TR-FRET, 1536-well; Q9Y5X4;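 active means percent inhibition above the cutoff of mean plus 3 SD of all tested compounds, set per screening campaign, cut at about 20% in these data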;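 further: 0% = DMSO wells and 100% = biotin wells as full block of FRET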
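Material: NR2E3–RetCOR corepressor complex | Quantity: 1.35 nM GST-tagged NR2E3 final | Schedule: 5 h at 4 °C | Replication: Singlicate compound wells | Reagent: RetCOR corepressor, biotinylated, 7 nM | Controls: Biotin wells as high control, 0.6% DMSO wells as low control | Signal: TR-FRET, Eu(K)-anti-GST donor, streptavidin-D2 acceptor, ex 340, em 617/671 nm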
C8 TRAIL sens: sensitizes caspase-8 expressing cells to TRAIL; NB7+C8 cells + TRAIL, ATPlite viability luminescence; inhibition (viability loss, TRAIL sensitization), % at 10 µM; 360,000 compounds, 1% hits;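 active means compounds causing at least 50% loss of cell viability in the single-dose screen, relative to plate controls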
LMP1 NFkB inh: Epstein-Barr LMP1 NF-kappaB reporter inhibition; 350,000 compounds, 0.69% hits; inhibition, % at 12.5 µM; LMP1-induced NF-kappaB luciferase reporter cells, luminescence; in the data active means inhibition above about 41%;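 further: 0% = neutral control wells and 100% = reference inhibitor control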
Starred values were filed as active, the others as inactive; x = no result given.

Start of the listing, in advance, 4 compounds:
SMILES	CF NFkB inh	Peg3 prom inh	Shn3 inh set2	hiPSC survival	MITF TRPM1 inh	NR2E3 ag-1	HIF-2a inh	KKLEB cytotox	NR2E3 ag-2	C8 TRAIL sens	LMP1 NFkB inh
Cc1cc(C)c2ccc(=O)n(CC(=O)N/N=C/c3ccccc3Cl)c2n1	-9	23	9	4.8	7	-29	28	1	2	-15	8
CCOC(=O)n1c(=O)n(Cc2ccc(Cl)cc2Cl)c2ccccc21	3	12	17	1.7	-2	-27	7	8	0	-5	-6
Cc1c(N=C2NN=C(c3ccc(Cl)cc3)CS2)c(=O)n(-c2ccccc2)n1C	-7	-4	-2	-0.2	6	-34	-19	7	-2	-2	-1
O=C(COc1ccccc1)Nc1ccc(Cl)cn1	-16	-224	-14	-0.7	-46	4	-209	3	-2	1	-13

This part in full, repeating the preview:
SMILES	CF NFkB inh	Peg3 prom inh	Shn3 inh set2	hiPSC survival	MITF TRPM1 inh	NR2E3 ag-1	HIF-2a inh	KKLEB cytotox	NR2E3 ag-2	C8 TRAIL sens	LMP1 NFkB inh
Cc1cc(C)c2ccc(=O)n(CC(=O)N/N=C/c3ccccc3Cl)c2n1	-9	23	9	4.8	7	-29	28	1	2	-15	8
CCOC(=O)n1c(=O)n(Cc2ccc(Cl)cc2Cl)c2ccccc21	3	12	17	1.7	-2	-27	7	8	0	-5	-6
Cc1c(N=C2NN=C(c3ccc(Cl)cc3)CS2)c(=O)n(-c2ccccc2)n1C	-7	-4	-2	-0.2	6	-34	-19	7	-2	-2	-1
O=C(COc1ccccc1)Nc1ccc(Cl)cn1	-16	-224	-14	-0.7	-46	4	-209	3	-2	1	-13
CN(C)CCCNC(=O)c1cc(C(=O)c2ccccc2F)c[nH]1	19	4	-3	0.8	8	-7	12	0	0	-9	9
C[C@@H]1CN([C@H](C)CO)C(=O)CCCn2nncc2CO[C@H]1CN(C)C	-16	-13	4	-2.6	x	-3	2	4	x	-19	-8
O=C1CS(=O)(=O)c2ccccc2N1	-1	16	11	-0.1	-4	-6	17	0	-3	-7	-8
O=C(/C=C/c1cn(-c2ccccc2)nc1-c1cccc(Cl)c1)N1CCN(c2ccccn2)CC1	4	18	7	0.4	13	-31	-36	5	4	0	4
O=C(CSc1ccc2nnc(-c3ccccn3)n2n1)NCc1ccc2c(c1)OCO2	-10	5	9	0.6	-1	5	12	-2	4	-8	-3
O=C(NCc1cccc(Cl)c1)C1CCC(=O)N(CCCN2CCCC2=O)C1 (centres undefined)	-11	4	-20	-0.4	1	-7	-3	1	-4	1	2
CC(C)CN(CC(C)C)c1nnc(NC(=O)Cn2c(=O)oc3ccccc32)s1	-6	15	16	-2.2	x	-15	-11	-10	-1	-5	-1
Cc1cc(N2CCOCC2)ccc1/C=C1\NC(=O)N(Cc2ccccc2F)C1=O	-1	7	24	-0.7	-4	-15	-10	8	3	-1	-1
Cn1c(=O)c2c(-c3ccccc3)n(-c3cc([N+](=O)[O-])ccc3O)cc2n(C)c1=O	-15	-2	-22	4.6	x	-6	-24	4	x	-2	-4
CCN(C(=O)N1CCOCC1)c1ccccc1	-19	-2	-6	-0.5	-6	-12	20	5	3	-25	3
Cc1ccc(C)c(-c2ccc(=O)n(Cc3c(F)cccc3Cl)n2)c1	-7	-3	-12	0.0	-9	-54	-27	5	-1	7	0
Clc1ccc(C=NN2CCCCCC2)cc1Cl	-30	-408	-60	-2.9	-58	4	-283	4	x	-3	-48
O=C(NCCCNC(=O)c1ccco1)c1ccc(Cl)c(Cl)c1	5	53*	9	-0.5	7	-3	-4	5	4	-27	-6
CC(=O)c1c(C)[nH]c(C(=O)OCC(=O)Nc2sc3c(c2C#N)CCC(C)C3)c1C (centres undefined)	13	-1	35	-0.2	-1	x	6	-10	-1	-7	-2
O=C(NCc1cccnc1)C1COc2ccccc2O1 (centres undefined)	-8	13	4	-2.2	5	-1	2	-1	x	1	-5
O=c1[nH]c2cc(Cl)c(Cl)cc2o1	8	7	12	5.4	5	11	5	4	x	-17	-1
CN(C)C(=O)C1Cc2ccccc2CN1S(=O)(=O)c1cccs1 (centres undefined)	-2	24	-5	1.5	10	-1	19	14	-1	-4	3
O=S(=O)(Cc1cc(Cl)nc(-c2ccccc2)n1)c1ccccc1	18	-2	12	-1.6	3	7	7	9	-1	11	-2
COc1ccc(NC(=O)COC(=O)CO/N=C(\C)c2ccc3c(c2)OCO3)cc1S(N)(=O)=O	8	-12	-26	-0.6	1	10	8	5	1	2	3
COc1ccc(-c2cc(NC=O)c3ncc(-c4cccc(OC)c4)n3c2)cc1	-20	19	-6	-3.9	x	-9	-42	-20	x	11	x
NC1=NC(=O)/C(=C/c2cccc(F)c2)S1	27	-7	12	0.4	-26	-20	-7	3	3	-14	7

An excerpt of these results, with two lines to a compound:
Under each structure: CF NFkB inh | Peg3 prom inh | Shn3 inh set2 | hiPSC survival | MITF TRPM1 inh | NR2E3 ag-1 | HIF-2a inh | KKLEB cytotox | NR2E3 ag-2 | C8 TRAIL sens | LMP1 NFkB inh
> CC(=O)c1c(C)[nH]c(C(=O)OCC(=O)Nc2sc3c(c2C#N)CCC(C)C3)c1C (centres undefined)
 : 13 | -1 | 35 | -0.2 | -1 | x | 6 | -10 | -1 | -7 | -2
> O=C(NCc1cccnc1)C1COc2ccccc2O1 (centres undefined)
 : -8 | 13 | 4 | -2.2 | 5 | -1 | 2 | -1 | x | 1 | -5
> O=c1[nH]c2cc(Cl)c(Cl)cc2o1
 : 8 | 7 | 12 | 5.4 | 5 | 11 | 5 | 4 | x | -17 | -1
> CN(C)C(=O)C1Cc2ccccc2CN1S(=O)(=O)c1cccs1 (centres undefined)
 : -2 | 24 | -5 | 1.5 | 10 | -1 | 19 | 14 | -1 | -4 | 3
> O=S(=O)(Cc1cc(Cl)nc(-c2ccccc2)n1)c1ccccc1
 : 18 | -2 | 12 | -1.6 | 3 | 7 | 7 | 9 | -1 | 11 | -2

Additional compounds follow.
SMILES	CF NFkB inh	Peg3 prom inh	Shn3 inh set2	hiPSC survival	MITF TRPM1 inh	NR2E3 ag-1	HIF-2a inh	KKLEB cytotox	NR2E3 ag-2	C8 TRAIL sens	LMP1 NFkB inh
O=C(CCl)Nc1cccc(Oc2ccccc2)c1	-38	12	-11	-1.0	66*	8	18	-24	3	87*	-20
CC(C)N1CCN(c2ccc(S(=O)(=O)N3CCOCC3)cn2)CC1	-5	12	5	0.3	4	8	11	13	x	10	-5
COc1ccc(C(=O)NNC(=O)c2snnc2C)cc1	13	-1	8	-0.4	2	-3	1	2	0	13	-8
COc1ccc(N2CCN(C(=O)COC(=O)c3oc4ccccc4c3C)CC2)cc1	-22	20	9	-0.1	6	-16	4	15	0	2	3
Cc1ccc(CNC(=O)CSc2nc(C)cs2)cc1	-11	12	2	-1.2	7	9	7	-7	-5	1	0
CCOC(=O)C1CCN(c2cc(=O)n(Cc3ccc(F)cc3)c(=O)[nH]2)CC1	17	-1	45	-0.2	-4	-2	14	-13	2	-5	4
COc1ccc(COC(=O)C2=C(C)NC(=O)NC2c2ccccc2F)cc1 (centres undefined)	4	27	13	-0.5	-4	-13	39	-4	2	-4	9
O=C(Nc1nnc(SCc2ccc(F)cc2)s1)C1CC(=O)N(c2ccc3c(c2)OCCO3)C1 (centres undefined)	8	-7	12	0.9	3	3	22	-6	7	0	8
Cc1ccc(N2C(=O)CC(Sc3ncn[nH]3)C2=O)cc1C (centres undefined)	8	22	12	0.1	3	-6	26	-4	-3	11	0
N#Cc1cccc(NC(=O)c2cc(C3CCCCN3C(=O)c3cccs3)on2)c1 (centres undefined)	-1	1	-3	0.2	x	4	1	-2	x	-4	x
O=C(Nc1nnc(-c2cccs2)o1)C1CC1	8	-17	-10	0.5	-4	-8	-15	0	2	-19	3
Cc1onc(-c2ccc(Cl)cc2Cl)c1-c1csc(N/N=C/c2ccccc2Cl)n1	20	65*	7	0.1	-8	-11	28	-26	0	37	23
Cc1cc(C)c(S(=O)(=O)n2cnc3ccccc32)c(C)c1	3	5	4	-1.4	0	6	-1	1	2	-43	5
Cc1c(Cl)cccc1NC(=O)Cc1ccc([N+](=O)[O-])cc1	-16	14	-7	-0.2	2	22	3	-2	5	-7	-8
CNC(=O)c1cc2cc(Cc3ccccc3Cl)ccc2oc1=O	7	-34	-13	1.3	-4	-7	4	-3	3	-4	-4
COC(=O)c1c(-c2ccc(SC)cc2)sc2ccccc12	18	-162	-60	7.6	-61	-78	-249	-9	2	11	-10
Cc1scc(C(=O)N/N=C/c2ccc(OC(C)C)cc2)c1C	-8	-151	-22	-0.4	-46	-53	-176	-7	0	-6	-33
O=C(CCS(=O)(=O)c1cccc2nsnc12)NC1CCCCCC1	-3	-1	-2	4.2	0	-9	13	0	2	-10	-8
Cc1cccc(NS(=O)(=O)c2nnc(NC(=O)CC(C)C)s2)c1	14	2	-15	1.4	-5	-17	17	-3	-2	-24	0
O=C(NCc1ccccc1)c1cc(C2COCCN2C(=O)c2ccc3c(c2)CCO3)on1 (centres undefined)	-41	2	4	2.0	x	-1	6	-4	x	-12	x
c1ccc2c(c1)N1CCCN=C1N2CCN1CCCCC1	-2	-1	48	-2.2	7	0	18	12	4	-3	2
CC(C)CNc1cc(N2CCCC2)ccc1[N+](=O)[O-]	15	54*	8	0.1	4	-11	11	-4	2	-7	7
COc1ccc(NC(=S)N2CCC(NC(=O)c3ccc(OC)cc3)CC2)cc1	-7	5	11	-0.6	5	-8	-1	-18	-1	4	8
Cc1cccc(-c2nc(=S)c3c(o2)CCCC3)c1	-16	-146	-55	-0.4	-66	-83	-202	-5	2	13	-32
CC1(/[N+]([O-])=C/c2ccc(Cl)cc2Cl)CCCCC1=O (centres undefined)	15	-1	-17	-0.1	1	3	2	2	-3	3	-3
CCCN(Cc1nnc(-c2ccccc2Cl)o1)C(=O)c1cc(S(=O)(=O)N2CCOCC2)ccc1F	-7	5	19	1.0	-10	-25	-14	-5	-3	-4	3
CCOc1ccc2nc(NC(=O)CSc3nc(-c4ccccc4)c(C#N)c(=O)[nH]3)sc2c1	-12	-57	-49	1.2	-8	-52	-85	9	x	-9	-20
NC(=O)c1ccc(NC(=O)CSC2=Nc3ccccc3C3CC=NN23)cc1 (centres undefined)	-21	5	3	-1.1	-1	-27	-2	-1	-2	9	4

Printed as active in MITF TRPM1 inh, among the entries above:
SMILES	CF NFkB inh	Peg3 prom inh	Shn3 inh set2	MITF TRPM1 inh	NR2E3 ag-1	HIF-2a inh	NR2E3 ag-2	LMP1 NFkB inh
O=C(CCl)Nc1cccc(Oc2ccccc2)c1	-38	12	-11	66*	8	18	3	-20

Screening data: PubChem, several laboratories

This is a subset (hit frequency here may not be typical).
